LmPK inh: inhibitors of Leishmania mexicana pyruvate kinase; purified LmPK, Kinase-Glo ATP luminescence, 1 h; 290,000 tested, 0.37% active; Potency, µM (series often up to 57.5 µM), for inactives: top-dose activity change, negative = inhibition, actives largely listed as inhibitors
Target sequence (Q27686 whole entry, looked up): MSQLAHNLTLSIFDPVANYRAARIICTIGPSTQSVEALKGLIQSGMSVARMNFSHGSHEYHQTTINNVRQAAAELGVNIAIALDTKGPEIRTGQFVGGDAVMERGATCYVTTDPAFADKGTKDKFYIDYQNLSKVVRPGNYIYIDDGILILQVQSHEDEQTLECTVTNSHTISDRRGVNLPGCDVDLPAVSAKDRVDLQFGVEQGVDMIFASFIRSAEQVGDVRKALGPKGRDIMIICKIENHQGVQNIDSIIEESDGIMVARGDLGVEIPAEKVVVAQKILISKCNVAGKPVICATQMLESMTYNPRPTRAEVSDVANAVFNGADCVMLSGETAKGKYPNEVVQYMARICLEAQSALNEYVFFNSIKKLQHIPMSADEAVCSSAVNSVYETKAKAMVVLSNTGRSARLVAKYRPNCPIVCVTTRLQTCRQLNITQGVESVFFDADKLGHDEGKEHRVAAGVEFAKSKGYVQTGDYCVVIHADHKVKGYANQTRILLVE
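0.1 nM LmPK, 0.5 mM PEP, 0.1 mM ADP; 50 mM imidazole pH 7.2, 7 mM MgCl2, 50 mM KCl; 1 h RT. Kinase-Glo luminescence readout, normalized to no-enzyme (full inhibition) and uninhibited wells.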
HCV inh: HCV inhibition; AID 651820; Potency, µM (series often up to 41.8 µM), inactives show top-dose activity change, negative = inhibition, most hits filed as inhibitors; 340,000 tested, 3.4% active; Huh7.5.1 HCVcc-Cre infection, luciferase reporter, 44 h
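Cells seeded at 1,000/well and cultured 4 h, then compounds added followed by HCVcc-Cre virus (~0.5 moi). After 44 h further culture, luciferase substrate was added, plates held 15 min at room temperature, and luminescence read for 15 sec.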
Pf growth 48h: P. falciparum growth inhibition at 48 hours (one generation). 310,000 tested, 5.9% active. P. falciparum luciferase growth in erythrocytes, 48 h. Potency, µM (series often up to 28.7 µM), for the others: at the highest dose activity change, negative = inhibition, actives largely listed as inhibitors. AID 504832
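First compound was added to culture medium, then infected red cells at 0.1% parasitemia and 2% hematocrit (final). After incubation at 37 C under 5% CO2, luciferase detection reagent was dispensed and light output recorded.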
Sm TGR inh: S. mansoni TGR enzyme inhibition | 360,000 tested, 3% active | Q962Y6 | AID 485364 | purified TGR, DTNB reduction, TNB absorbance 405 nm | Potency, µM (top dose mostly 114 µM), inactives show at the highest dose activity change, negative = inhibition, usual class: inhibitors; note: nearly all actives have a fitted effect of over 60% in size
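Kinetic colorimetric format: TGR-catalysed, NADPH-driven DTNB reduction monitored via TNB absorbance. Enzyme dispensed at 20 nM; compound exposure 15 min at room temperature before reaction start.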
TbPYK inhibitor: blocks Trypanosoma brucei pyruvate kinase. Q57TT1. TbPYK enzyme, Kinase-Glo Plus ATP luminescence, 45 min. Potency, µM (highest dose often 76.8 µM), for inactives: at the top dose activity, negative = inhibition, hits mostly inhibitors. 410,000 tested, 0.12% active; note: nearly all actives have a fitted effect of over 50% in size
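TbPYK + substrate in 50 mM TEA pH 7.2, 100 mM KCl, 10 mM MgCl2, 0.05% BSA, 0.01% Tween-20; cpd pinned; ADP 130 uM final; 45 min RT; Kinase-Glo Plus 10 min; luminescence endpoint.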
Pf growth 96h: P. falciparum growth inhibition at 96 hours; P. falciparum luciferase reporter growth, 96 h; Potency, µM (doses to about 28.7 µM), for inactives: top-dose activity change, negative = inhibition, most hits filed as inhibitors; 320,000 tested, 6.9% active; AID 504834
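Compounds incubated with erythrocytes infected by luciferase-expressing P. falciparum (2% hematocrit, 0.05% parasitemia final) for 96 hours, 37 C in 5% CO2. Growth inhibition scored as decreased luciferase luminescence.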
* hit, by the source's call; & = joins results of further samples; [ ] = remark or other dose. Calls come from the whole dose curve; as a rule, active = well fitted curve in the direction sought with a large enough effect; inconclusive = small, poorly fitted or top-dose-only effect, or another doubt; inactive = no such curve, though single readings can be large; an effect the other way counts as inactive or inconclusive. % is set by controls: 0 for no effect and ±100 for the full control effect; potency is the fitted concentration of half-maximal effect.

Results for COc1ccc(-c2noc(-c3ccc4c(c3)OCO4)n2)cc1 ?
LmPK inh: -4%; HCV inh: -8%; Pf growth 48h: 27%; Sm TGR inh: 11%; TbPYK inhibitor: -2%; Pf growth 96h: inconclusive

How did COc1ccccc1NC(=O)c1ccc(NC(=O)c2ccco2)cc1 do in these assays?
LmPK inh: 2%; HCV inh: -11%; Pf growth 48h: inconclusive; Sm TGR inh: -14%; TbPYK inhibitor: 5%; Pf growth 96h: -1%

How did CCOC(=O)Nc1ccc(=O)n(Cc2c(Cl)cccc2Cl)c1 do in these assays?
LmPK inh: -3%; HCV inh: -10%; Pf growth 48h: 1%; Sm TGR inh: -11%; Pf growth 96h: -7%

Results for COc1ccc(CCC2(C)NC(=O)N(C(C)C(=O)N3c4ccccc4CC3C)C2=O)cc1 (configuration not stated) ?
HCV inh: 8%; Pf growth 48h: 13µM*; Sm TGR inh: -3%; TbPYK inhibitor: -4%; Pf growth 96h: inconclusive

Results for CN(C)CCN(C(=O)c1ccc(S(=O)(=O)N(C)C)cc1)c1nc2cc3c(cc2s1)OCCO3 ?
LmPK inh: 5%[11.5 µM]; HCV inh: 14%; Pf growth 48h: 86%[activator]; Sm TGR inh: -1%; TbPYK inhibitor: -6%; Pf growth 96h: 192%[activator]

Results for OC1(C(F)(F)F)CC(O)(C(F)(F)F)n2nc(-c3ccccc3)cc2N1 (configuration not stated) ?
LmPK inh: 3%; HCV inh: 14%; Pf growth 48h: inconclusive; Sm TGR inh: -10%; TbPYK inhibitor: 1%

How did CC(=O)Nc1nnc(SCC(=O)N2C(C)CCCC2C)s1 (configuration not stated) do in these assays?
LmPK inh: 0%; HCV inh: 4%; Pf growth 48h: 3%; Sm TGR inh: -10%; TbPYK inhibitor: 3%; Pf growth 96h: 12µM*

How did O=C(Nc1ccc2c(c1)OCCO2)C1CCN(C(=O)c2ccc(Cl)cc2)CC1 do in these assays?
LmPK inh: 1%; HCV inh: 1%; Pf growth 48h: 1%; Sm TGR inh: 3%; TbPYK inhibitor: 1%; Pf growth 96h: -11%

Results for CC(=O)N1CCN(C(=O)c2cc(-c3ccc(Cl)s3)nc3ccccc23)CC1 ?
HCV inh: 17%; Pf growth 48h: 16%; Sm TGR inh: -21%; TbPYK inhibitor: -13%; Pf growth 96h: 32%[activator]

Results for COc1ccc(-n2c(CN3CCC(C)CC3)nc3ccc([N+](=O)[O-])cc3c2=O)c(OC)c1 ?
LmPK inh: 7%; HCV inh: -9%; Pf growth 48h: -37%; Sm TGR inh: inconclusive; TbPYK inhibitor: -2%; Pf growth 96h: -12%

Results for COc1ccc(-c2nn(-c3ccccc3)cc2C(=O)N2CCN(S(=O)(=O)c3cccc(F)c3)CC2)cc1 ?
HCV inh: inconclusive; Pf growth 48h: 10µM*; Sm TGR inh: -4%; TbPYK inhibitor: -3%; Pf growth 96h: inconclusive

Results for Cc1ccc(CC(=O)OCCNC(=O)c2cccnc2)cc1 ?
LmPK inh: -3%; HCV inh: 21%; Pf growth 48h: 0%; Sm TGR inh: 0%; TbPYK inhibitor: -1%; Pf growth 96h: 5%[5.75 µM]

Results for Cc1[nH]c(=S)c(C#N)c(C)c1C(=O)Nc1ccccc1 ?
LmPK inh: 12%; HCV inh: 3%; Sm TGR inh: -14%; TbPYK inhibitor: inconclusive; Pf growth 96h: 1%

How did O=C(c1ccccc1Oc1ccc(C(F)(F)F)cc1[N+](=O)[O-])N1CCOCC1 do in these assays?
LmPK inh: -2%; HCV inh: 6%; Pf growth 48h: -10%; Sm TGR inh: -4%; TbPYK inhibitor: 3%; Pf growth 96h: inconclusive

How did Brc1ccc(-c2csc(/N=C/N3CCCC3)n2)cc1 do in these assays?
LmPK inh: -3%; HCV inh: 11µM*; Pf growth 48h: 222%[activator]; Sm TGR inh: 7%; TbPYK inhibitor: -3%; Pf growth 96h: 96%[activator]

Results for CCC(C(=O)OCn1nnc2ccccc2c1=O)c1ccccc1 (configuration not stated) ?
LmPK inh: 7%[11.5 µM]; HCV inh: 22%; Pf growth 48h: 5%; Sm TGR inh: 5%; TbPYK inhibitor: 1%; Pf growth 96h: -3%

What do the screens show for `CNC(=S)Nc1ccc(C(N)=O)cc1`?
LmPK inh: -1%; HCV inh: 7%; Pf growth 48h: inconclusive; Sm TGR inh: 40µM*; TbPYK inhibitor: 0%; Pf growth 96h: inconclusive

Results for COC(=O)c1cc(NS(=O)(=O)c2ccc(C(C)C)cc2)ccc1N1CCOCC1 ?
LmPK inh: -3%; HCV inh: inconclusive; Pf growth 48h: -29%; Sm TGR inh: 3%; TbPYK inhibitor: 7%; Pf growth 96h: -2%

How did O=C(O)C1CCCN1C1=NS(=O)(=O)c2ccccc21 (configuration not stated) do in these assays?
LmPK inh: -1%; HCV inh: -11%; Pf growth 48h: 5%; Sm TGR inh: 7%; TbPYK inhibitor: -3%; Pf growth 96h: 31%[activator]

How did CC(C)(C)NC(=O)Cn1c(SCC(=O)NC2CC2)nc2ccccc21 do in these assays?
LmPK inh: -6%; HCV inh: 15%; Pf growth 48h: -12%; Sm TGR inh: 8%; TbPYK inhibitor: 1%; Pf growth 96h: -5%

Results for Cn1nc(C(=O)OCC(=O)Nc2ccccc2[N+](=O)[O-])c2ccccc2c1=O ?
HCV inh: -1%; Pf growth 48h: -8%; Sm TGR inh: -12%; TbPYK inhibitor: -17%; Pf growth 96h: inconclusive

How did Cc1cc(S(=O)(=O)NCC2CCCO2)c(C)cc1Br (configuration not stated) do in these assays?
LmPK inh: -5%; HCV inh: 7%; Pf growth 48h: -6%; Sm TGR inh: -4%; TbPYK inhibitor: 0%; Pf growth 96h: 16%

What do the screens show for `COC(=O)Cc1[nH]n(-c2ccccc2)c(=O)c1C=Nc1ccc(C)cc1`?
LmPK inh: 0%; HCV inh: -11%; Pf growth 48h: -3%; Sm TGR inh: 9%; TbPYK inhibitor: -3%; Pf growth 96h: 13%

How did COc1c(-c2ccc(O)cc2)oc2cc(O)cc(O)c2c1=O do in these assays?
LmPK inh: 2%; HCV inh: inconclusive; Pf growth 48h: inconclusive; Sm TGR inh: -4%; TbPYK inhibitor: 0%; Pf growth 96h: -7%

How did CCCCNC(=O)C1c2cc(OC)c(OC)cc2C(=O)N(C)C1c1cccs1 (configuration not stated) do in these assays?
LmPK inh: -3%; HCV inh: 0%; Pf growth 48h: -6%; Sm TGR inh: 9%; TbPYK inhibitor: -3%; Pf growth 96h: 2.1µM*

How did COC(C(=O)Nc1ccc(S(=O)(=O)N2CCCCC2)cc1)c1ccccc1 (configuration not stated) do in these assays?
LmPK inh: 3%; HCV inh: -29%; Sm TGR inh: 1%; TbPYK inhibitor: 1%; Pf growth 96h: 25%

What do the screens show for `O=C(CCC(=O)OCC(F)(F)C(F)F)Nc1ccc(Cl)cc1`?
LmPK inh: -4%; HCV inh: 14%; Pf growth 48h: 10%; Sm TGR inh: inconclusive; TbPYK inhibitor: 4%; Pf growth 96h: 98%[activator]

How did N/C(=N\OC(=O)Cc1ccccc1[N+](=O)[O-])c1ccc(Br)cc1 do in these assays?
LmPK inh: 3%; HCV inh: -29%; Pf growth 48h: -9%; TbPYK inhibitor: 0%; Pf growth 96h: 13%[5.75 µM]

How did CCN(CCCNC(=O)Cn1ncc2c([nH]c3ccc(C)cc32)c1=O)Cc1ccccc1 do in these assays?
LmPK inh: -6%; HCV inh: -28%; Pf growth 48h: -12%; Sm TGR inh: -34%&-9%; TbPYK inhibitor: -8%&0%; Pf growth 96h: 36%[activator]

What do the screens show for `COc1cccc(/C=N/Nc2cc(C)nc(-c3ccccc3O)n2)c1O`?
LmPK inh: -2%; HCV inh: 13µM*; Pf growth 48h: 3.7µM*; Sm TGR inh: -4%; TbPYK inhibitor: 0%; Pf growth 96h: 0.37µM*

Reprinted from the part before: 4 compounds, followed by the next part.
What do the screens show for `O=C(CCC(=O)OCC(F)(F)C(F)F)Nc1ccc(Cl)cc1`?
LmPK inh: -4%; HCV inh: 14%; Pf growth 48h: 10%; Sm TGR inh: inconclusive; TbPYK inhibitor: 4%; Pf growth 96h: 98%[activator]

How did N/C(=N\OC(=O)Cc1ccccc1[N+](=O)[O-])c1ccc(Br)cc1 do in these assays?
LmPK inh: 3%; HCV inh: -29%; Pf growth 48h: -9%; TbPYK inhibitor: 0%; Pf growth 96h: 13%[5.75 µM]

How did CCN(CCCNC(=O)Cn1ncc2c([nH]c3ccc(C)cc32)c1=O)Cc1ccccc1 do in these assays?
LmPK inh: -6%; HCV inh: -28%; Pf growth 48h: -12%; Sm TGR inh: -34%&-9%; TbPYK inhibitor: -8%&0%; Pf growth 96h: 36%[activator]

What do the screens show for `COc1cccc(/C=N/Nc2cc(C)nc(-c3ccccc3O)n2)c1O`?
LmPK inh: -2%; HCV inh: 13µM*; Pf growth 48h: 3.7µM*; Sm TGR inh: -4%; TbPYK inhibitor: 0%; Pf growth 96h: 0.37µM*

Results for CN(C)C(CNC(=O)CSc1nnc(-c2ccco2)o1)c1ccccc1 (configuration not stated) ?
LmPK inh: 6%; HCV inh: 14%; Pf growth 48h: 5%; Sm TGR inh: -6%; TbPYK inhibitor: -16%; Pf growth 96h: 1%

Results for COc1ccc(NC(=O)CSc2nc(O)cc(=O)[nH]2)c(OC)c1 ?
LmPK inh: 0%; HCV inh: 13%; Pf growth 48h: 19%; Sm TGR inh: -3%; TbPYK inhibitor: -22%; Pf growth 96h: 27%

What do the screens show for `COC(=O)c1cc(CNC(=O)c2ccc(O)c(Cl)c2)ccc1OC`?
LmPK inh: -2%; HCV inh: 27%; Pf growth 48h: 24%; Sm TGR inh: 7%; TbPYK inhibitor: -5%; Pf growth 96h: 29%

Results for COc1ccccc1C(=O)Nc1ccc(S(=O)(=O)NC2=NCCCCC2)cc1 ?
LmPK inh: 2%; HCV inh: -25%; Pf growth 48h: -26%; Sm TGR inh: -1%; TbPYK inhibitor: 3%; Pf growth 96h: inconclusive

Results for CC(NC(=O)COc1ccccc1)C(=O)OCC(=O)c1cc2ccccc2o1 (configuration not stated) ?
LmPK inh: 1%; HCV inh: 7%; Pf growth 48h: 10%; Sm TGR inh: -22%; TbPYK inhibitor: -8%; Pf growth 96h: 15%

What do the screens show for `COc1ccc(C2CC(=O)C(C=NCC(C)C)=C(O)C2)cc1` (configuration not stated)?
LmPK inh: 1%; HCV inh: 9%; Pf growth 48h: -19%; Sm TGR inh: -12%; TbPYK inhibitor: -5%; Pf growth 96h: 11%

What do the screens show for `O=C(Nc1nc2ccccc2s1)C1CCCN1S(=O)(=O)c1ccc(Cl)cc1` (configuration not stated)?
LmPK inh: -2%; HCV inh: inconclusive; Pf growth 48h: inconclusive; Sm TGR inh: -5%; TbPYK inhibitor: -2%; Pf growth 96h: 26%

Part of the list above in order of number of heavy atoms, high to low.
Results for COc1ccccc1C(=O)Nc1ccc(S(=O)(=O)NC2=NCCCCC2)cc1 ?
LmPK inh: 2%; HCV inh: -25%; Pf growth 48h: -26%; Sm TGR inh: -1%; TbPYK inhibitor: 3%; Pf growth 96h: inconclusive

Results for COc1ccc(NC(=O)CSc2nc(O)cc(=O)[nH]2)c(OC)c1 ?
LmPK inh: 0%; HCV inh: 13%; Pf growth 48h: 19%; Sm TGR inh: -3%; TbPYK inhibitor: -22%; Pf growth 96h: 27%

What do the screens show for `COc1ccc(C2CC(=O)C(C=NCC(C)C)=C(O)C2)cc1` (configuration not stated)?
LmPK inh: 1%; HCV inh: 9%; Pf growth 48h: -19%; Sm TGR inh: -12%; TbPYK inhibitor: -5%; Pf growth 96h: 11%

Source: PubChem
